Screens as filed in PubChem.
KAT2A inh – blocks human GCN5L2 histone acetyltransferase | AID 504327 | GCN5L2 HAT assay, ThioGlo1 CoA-SH fluorescence | Q92830 | Potency, µM (titrated, usually from 58.9 µM), for the others: at the top dose activity change, negative = inhibition, actives largely listed as inhibitors | actives 0.21% (n = 390,000)
Target sequence (Q92830 whole entry, looked up): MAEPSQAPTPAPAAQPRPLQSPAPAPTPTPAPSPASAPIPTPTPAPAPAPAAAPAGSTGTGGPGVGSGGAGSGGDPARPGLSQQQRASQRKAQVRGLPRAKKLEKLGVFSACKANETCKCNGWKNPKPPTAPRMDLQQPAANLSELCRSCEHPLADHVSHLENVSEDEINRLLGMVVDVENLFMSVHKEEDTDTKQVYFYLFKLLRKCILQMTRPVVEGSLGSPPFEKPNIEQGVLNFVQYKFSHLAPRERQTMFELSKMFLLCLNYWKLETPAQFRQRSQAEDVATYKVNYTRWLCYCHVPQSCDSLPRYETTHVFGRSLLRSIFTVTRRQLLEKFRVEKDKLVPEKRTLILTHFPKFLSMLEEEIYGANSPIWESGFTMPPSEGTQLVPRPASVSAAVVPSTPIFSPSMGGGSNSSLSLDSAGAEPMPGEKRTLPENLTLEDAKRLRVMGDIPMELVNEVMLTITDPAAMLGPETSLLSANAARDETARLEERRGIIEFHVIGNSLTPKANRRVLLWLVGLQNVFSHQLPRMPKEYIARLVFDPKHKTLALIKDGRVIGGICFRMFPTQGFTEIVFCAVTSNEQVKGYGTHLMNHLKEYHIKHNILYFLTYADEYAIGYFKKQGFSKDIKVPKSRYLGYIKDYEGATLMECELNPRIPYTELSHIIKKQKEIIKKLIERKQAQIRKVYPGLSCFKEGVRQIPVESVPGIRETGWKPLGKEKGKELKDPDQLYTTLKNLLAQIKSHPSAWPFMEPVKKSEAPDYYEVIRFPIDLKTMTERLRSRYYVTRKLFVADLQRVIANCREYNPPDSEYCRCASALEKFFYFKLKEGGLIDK
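Free CoA generated was detected with ThioGlo1 (50uM) fluorescence at Ex340nm/Em540nm, read immediately and after 20 min at room temperature. Enzyme, 20 nM in HEPES pH 7.5 buffer, saw compounds 15 min before adding 75uM H3(1-25) peptide and 70uM acetyl-CoA.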
TDP1 cell noCPT – qHTS for Inhibitors of human tyrosyl-DNA phosphodiesterase 1 (TDP1): qHTS in cells in absence of CPT | AID 686978, 2013 | Potency, µM (doses to about 46.2 µM), inactives show top-dose activity change, negative = growth inhibition, usual class: inhibitors | actives 15% (n = 420,000) | DT40 Tdp1-/- hTDP1 cells, no CPT, ATP luminescence, 48 h; further: nearly all actives have a fitted effect of over 55% in size
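Stably hTDP1-transfected Tdp1-null chicken DT40 cells were treated with library compounds minus camptothecin and grown for at least 48 hr at 37 °C, after which cellular ATP was quantified by luminescence.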
TDP1 cell CPT – DT40-hTDP1 cell growth loss with CPT; chicken DT40 Tdp1-/-;hTDP1 cells + 20 nM CPT, ATP luminescence, 48 h; Potency, µM (series often up to 46.2 µM), for the others: at the highest dose activity change, negative = growth inhibition, hits mostly inhibitors; AID 686979; actives 12% (n = 420,000); further: nearly all actives have a fitted effect of over 55% in size
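Chicken DT40 Tdp1-/- cells complemented with human TDP1, 400 cells/well, exposed to compounds plus 20 nM camptothecin for at least 48 h at 37 C; viability read as ATP content by CellTiter-Glo luminescence.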
An asterisk follows results filed as active; ? = inconclusive; . = no result given; & = joins results of further samples; ! = repeats disagree. The call rests on the fitted dose curve; in most records, active means well fitted curve in the direction sought with a large enough effect; inconclusive means small, poorly fitted or top-dose-only effect, or another doubt; inactive means no such curve, though single readings can be large; an effect the other way counts as inactive or inconclusive. On the % scale 0 is the no-effect control and ±100 the full control effect; potency means the concentration at half of the fitted maximal effect.

Fields: KAT2A inh	TDP1 cell noCPT	TDP1 cell CPT
1	Cn1c(=O)[nH]c(=O)c2c1nc(N1CCN(CCO)CC1)n2Cc1ccccc1Cl
→ -0.1%	12.1%	-10.4%
2	CCOC(=O)c1ccc(N2C(=O)C(O)=C(C(C)=O)C2c2ccccn2)cc1 (centres undefined)
→ -3.7%	0.4%	0.4%
3	COc1ccc(NC(=O)CN2C(=O)COc3ccc(S(=O)(=O)N4CCOCC4)cc32)cc1Cl
→ -4.2%&-0.5%	18.4µM*!	?
4	CCOc1ccc(N2C(=O)C3C(c4ccccc4F)NN(C(=O)c4ccc(C)cc4)C3C2=O)cc1 (centres undefined)
→ -4.8%	-5.0%	-5.9%
5	Cc1c[n+]([O-])ccc1[N+](=O)[O-]
→ .	?	-29.1%
6	C[N+]1(CCn2ccc3ccccc32)CCCCC1
→ -11.0%	-8.6%	1.1%
7	COc1ccc([C@H]2CC(=O)C=C(c3ccc4cc[nH]c4c3)C2)cc1
→ 0.7%	23.1µM*	25.9µM*
8	NC(=O)CC(NC(=O)c1cccc(Br)c1)c1ccc(N2CCN(c3ccc(F)cc3)CC2)c([N+](=O)[O-])c1 (centres undefined)
→ 0.5%	13µM*	23.1µM*
9	CCOC(=O)c1sc(NC(=O)C2CC(=O)N(c3ccc(OCC)cc3)C2)nc1C (centres undefined)
→ -1.3%	-0.3%	0.2%
10	Cc1cccc(C(=O)NCC(=O)Nc2ccncc2)c1
→ 3.0%	?	-28.0%
11	Cc1ccc2nc(N3CCN(c4cccc(Cl)c4)CC3)c(-n3nc(C)cc3C)nc2c1
→ -22.7%	?	?
12	CC(C)(Cc1ccc(O)cc1)NC(=O)SCc1ccccc1
→ -11.8%	?	-5.2%
13	COC/C=C/C1=CC2=CC(=O)C(C)(OC(=O)c3cnc4ccccc4n3)C(=O)C2=CN1C(CO)CO (centres undefined)
→ -10.5%	6.3%	-2.3%
14	CCOC(=O)c1ccc(C#Cc2ccc3c(c2)C(C)(C)CCS3)nc1
→ -6.5%	?	?
15	CC(=O)c1c(COC(=O)c2ccco2)nc2ccccc2[n+]1[O-]
→ -25.5%	-11.8%	-13.4%

Fields: KAT2A inh	TDP1 cell noCPT	TDP1 cell CPT
16	CNc1nc(-c2ccccc2C(F)(F)F)nc2ccccc12
→ -4.4%	-4.9%	?
17	Cc1occc1C(=O)NNC1=CC(=O)CC(C)(C)C1
→ -1.5%	16.7%	0.4%
18	CC1=C(C(=O)OCc2ccccc2)C(c2ccccc2OC(F)F)NC(=O)N1 (centres undefined)
→ -4.4%	?	29.1µM*
19	Cc1cccc(N2CCN(C(C(=O)NCc3ccccc3)c3ccc(C(F)(F)F)cc3)CC2)c1C (centres undefined)
→ .	?	?
20	Cc1noc(C)c1C(=O)N1CCC(C(=O)c2ccccc2)CC1
→ -2.3%	-6.3%	3.5%
21	CCOC(=O)c1c(CN2CCC(C)CC2)oc2ccc(OC)cc12
→ -3.0%	?	23.1µM*
22	COc1ccc(-n2c3nc4ccccc4nc3c3c(=N)oc(C)nc32)cc1
→ -6.6%	?	-13.5%
23	Cc1ccc(C)c(NC(=O)CCc2nnc3ccc(NCc4ccco4)nn23)c1
→ -11.7%	-2.2%	5.0%
24	Cc1cc(C(=O)CSc2nnc(Cc3ccccc3)o2)c(C)n1Cc1ccc2c(c1)OCO2
→ -3.6%	?	-13.6%
25	Cc1ccc(S(=O)(=O)NCc2ccccc2)cc1C(=O)NCC(C)(C)N1CCOCC1
→ 8.5%	?	?
26	COc1ccccc1CNc1ccnc(-c2ccc(C(=O)N(C)C)cc2)n1
→ -4.0%	-16.0%	-5.2%
27	O=C(c1ccco1)N1CCN(S(=O)(=O)c2cccc([N+](=O)[O-])c2)CC1
→ -25.4%	11.2%	17.5%
28	COCCNc1nc(-c2ccccc2CN(C)C)nc2ccccc12
→ -5.4%	11.6µM*	?
29	CCCn1c(SCC(=O)N2CCOCC2)nnc1-c1ccncc1
→ -3.0%	2.8%	18.0%
30	COc1ccc(CNS(=O)(=O)c2ccc3c(c2)N(C(C)=O)CC(C)S3)cc1 (centres undefined)
→ -1.0%	9.2µM*	?

Fields: KAT2A inh	TDP1 cell noCPT	TDP1 cell CPT
31	COc1ccc2c(c1)CC(C(=O)Nc1c(C)cc(C)cc1C)CO2 (centres undefined)
→ -2.9%	?	?
32	COc1ccccc1Cn1c(CNS(=O)(=O)c2c(C)cc(C)cc2C)nc2cccnc21
→ -4.1%	16.4µM*	16.4µM*
33	CC(C)Nc1nc(NCCOc2ccccc2)c2sccc2n1
→ .	9.2µM*	20.6µM*
34	COc1ccc(N(CC(=O)N2c3ccccc3CC2C)S(=O)(=O)c2c(C)nn(C)c2C)cc1 (centres undefined)
→ -5.8%	18.4µM*	?
35	Cc1noc(C)c1S(=O)(=O)NC(=O)C1(C)CCN1C(=O)C1(c2ccc(Cl)cc2)CCC1 (centres undefined)
→ .	-0.5%	3.1%
36	CN1CCN(c2nnc(-c3cccs3)c3ccccc23)CC1
→ -1.6%	-11.5%	8.6%
37	Cn1cccc1-c1cc(C(=O)N/N=C/c2ccccc2Cl)[nH]n1
→ -7.1%	-19.9%	-20.7%
38	Cc1cc(C)cc(NC(=O)/C=C/c2ccc([N+](=O)[O-])s2)c1
→ 18.0%	1.16µM*	?
39	CC(=O)c1ccc(S(=O)(=O)Nc2ccc(C(=O)NCC(c3cccs3)N3CCOCC3)cc2)cc1 (centres undefined)
→ -4.1%	?	?
40	CCCCOc1cc(CC2CNC(=O)N2)ccc1OC (centres undefined)
→ 3.4%	?	?
41	OCCC1CN(CCCn2cccn2)CCN1Cc1ccccc1 (centres undefined)
→ 1.2%	2.7%	10.1%
42	CCOC(=O)C(C)Sc1ncnc2c1c(-c1ccccc1)cn2-c1ccc(OC)cc1 (centres undefined)
→ -7.3%	-18.4%	-8.0%
43	COc1cc(C)ccc1OCCOCCOc1ccccc1Br
→ -0.1%	?	?
44	Cc1cc(OCC(=O)NC(C)C)ccc1Cl
→ 4.0%	?	-4.0%
45	Cc1ccc(N2CCC3CC2c2cc(-c4ccc(C(F)(F)F)cc4)ccc23)cc1 (centres undefined)
→ .	16.4µM*	?

Fields: KAT2A inh	TDP1 cell noCPT	TDP1 cell CPT
46	O=C(NCCN1CCCCC1)Nc1cccc(F)c1
→ -5.4%	-0.9%	29.4%
47	CCCOc1ccc(C(=O)N2CCCC2C(=O)O)cc1 (centres undefined)
→ -2.9%	3.5%	-12.3%
48	O=C(c1ccc2c(=O)n(CCc3ccccc3)c(=O)[nH]c2c1)N1CCN(c2ccc(Cl)cc2)CC1
→ 0.4%	18.4µM*	16.4µM*
49	NCC12CC3CC(C1)CC(CN)(C3)C2
→ -2.0%	?	?
50	NS(=O)(=O)c1ccc(NC(=O)COC(=O)COc2ccc(Cl)cc2)cc1
→ -3.4%	-8.0%	22.8%
51	C#CCN1C(=O)C(O)(CC(=O)c2ccc(OC)c(OC)c2)c2ccccc21 (centres undefined)
→ 4.0%	?	?
52	Cc1ccc(/C=N/NC(=O)CC2N=C(Cc3ccccc3)NNC2=O)cc1 (centres undefined)
→ .	-16.6%	-3.6%
53	CN1C2CCC1CC(NC(=O)CSCc1ccc(Cl)cc1Cl)C2 (centres undefined)
→ -2.6%	?	?
54	O=C(Nc1nccs1)C1CCCCN1S(=O)(=O)c1ccccc1 (centres undefined)
→ -15.1%	-10.2%	-16.7%
55	N=c1sccn1CC(=O)Nc1ccc([N+](=O)[O-])cc1Cl
→ -3.8%	5.5%	0.0%
56	O=C(CCCCCN1C(=O)c2cccc3cccc(c23)C1=O)NCc1ccco1
→ -5.9%	-20.4%	10.3%
57	O=C(CSc1nnc(-c2ccncc2)n1C1CC1)c1cccs1
→ .	?	-4.4%
58	COc1ccc(NC(=O)c2cccc3cccnc23)cc1S(N)(=O)=O
→ -5.1%	-13.7%	1.5%
59	COc1ccc(CNC2CC(C)N(C)CC2C)cc1OC (centres undefined)
→ -2.1%	4.2%	-0.7%
60	NCC(=O)c1cccc2ccc[n+]([O-])c12
→ -5.7%	-0.7%	-18.9%

Fields: KAT2A inh	TDP1 cell noCPT	TDP1 cell CPT
61	O=C(Nc1cc(S(=O)(=O)N2CCCC2)ccc1Cl)c1ccncc1
→ 1.2%	?	0.6%
62	CN(C)CCc1c[nH]c2ccc(CS(=O)(=O)N3CCCC3)cc12
→ 16.1%	-8.5%	-4.6%
63	Cn1c(=O)c2c(nc(SCC(=O)c3ccc(F)cc3)n2C)n(C)c1=O
→ 25.8%	-17.3%	4.1%
64	CCCCOCCCNC(=O)C[C@@H]1C[C@@]2(C(=O)OCC)CCC=C2N(Cc2ccco2)C1=O
→ .	-21.8%	-14.9%
65	COc1ccc(CNc2cc(-c3ccccc3Cl)ncn2)c(OC)c1
→ -14.4%	-11.1%	?
66	COCC(C)NS(=O)(=O)c1ccc(C(=O)NCCCn2ccc3ccccc32)cc1 (centres undefined)
→ -0.5%	-24.9%	?
67	N#CN=c1snc(-c2ccccc2)n1-c1ccc(Cl)cc1
→ .	?	?
68	COc1ccc(CCNC(=O)CN(c2ccc(OC)cc2)S(C)(=O)=O)cc1
→ -1.5%	7.1%	2.3%
69	Cc1cccc(C)c1-n1nnnc1C1(C)CCC(=O)N1CC(F)(F)F (centres undefined)
→ .	?	-21.9%
70	COc1ccc(C(=O)NCc2ccc3c(c2)CCN3C(C)=O)cc1OC
→ -22.9%	-13.3%	13.6%
71	CS(=O)(=O)Nc1ccc(C(=O)N2CCN(c3ccccc3)CC2)cc1
→ 26.8%	-14.6%	-18.9%
72	Cc1ccc(C(=O)N/N=C\c2cccnc2)s1
→ -8.7%	7.0%	7.1%
73	COc1ccc(Cl)cc1-c1noc([C@@H]2O[C@H](CO)[C@@H](O)[C@H]2O)n1
→ .	?	?
74	O=c1oc2ccc3ccccc3c2cc1-c1nnc(Nc2ccc(Cl)cc2Cl)s1
→ -21.5%	-10.7%	1.9%
75	O=C(Nc1ccccc1)c1nsnc1C(=O)Nc1ccccc1
→ 0.6%	?	?

Entries of single compounds, quoted from the list:
Listed for O=C(Nc1cc(S(=O)(=O)N2CCCC2)ccc1Cl)c1ccncc1 = KAT2A inh: 1.2%; TDP1 cell noCPT: ?; TDP1 cell CPT: 0.6%
Listed for COc1ccc(CCNC(=O)CN(c2ccc(OC)cc2)S(C)(=O)=O)cc1 = KAT2A inh: -1.5%; TDP1 cell noCPT: 7.1%; TDP1 cell CPT: 2.3%

Next part
Fields: KAT2A inh	TDP1 cell noCPT	TDP1 cell CPT
76	CCOc1ccccc1NC(=O)N1CCC(NC(=O)c2ccccc2C)CC1
→ -2.5%	2.7%	-0.6%
77	O=C(Nc1ccc2c(c1)N(S(=O)(=O)c1cccs1)CCC2)c1c(F)cccc1F
→ ?	16.4µM*	?
78	CC(/C=C/c1ccccc1)=N\NC(=O)Cn1cncn1
→ -1.9%	1.2%	-7.2%
79	O=C(COC(=O)CNC(=O)c1ccccc1)Nc1ccc(S(=O)(=O)N2CCOCC2)cc1
→ -1.7%	17.0%	-4.2%
80	CSCC[C@H](NC(=O)OC(C)(C)C)c1nnc(SCc2ccc(F)cc2)o1
→ -7.3%	?	?
81	CN(C)c1ccnc(C(=O)O)c1
→ -3.8%	9.7%	7.0%
82	O=C(NC(=S)Nc1ccc(N2CCOCC2)cc1)c1cncc(Br)c1
→ -2.4%	-5.7%	-4.4%
83	COC(=O)c1cc(C(=O)N2CCN(c3ncccn3)CC2)cc([N+](=O)[O-])c1
→ -6.4%	-7.2%	-19.1%
84	COc1cccc(CNn2c(-c3cccc(C)c3)nc3ccccc3c2=O)c1O
→ -18.6%	?	?
85	COC(=O)[C@H](Cc1c[nH]c2ccccc12)NC(=O)NCc1ccc(OC)cc1
→ -6.1%	12.8%	-15.4%
86	Cc1cc(C)c2oc(-c3ccc(Cl)c(NC(=O)c4ccc(C#N)cc4F)c3)nc2c1
→ 1.3%	?	?
87	O=C(CSc1nc(-c2ccco2)cc(C(F)(F)F)n1)NCCc1ccccc1
→ 1.1%	?	?
88	O=C(NNc1c2ccccc2nc2ccccc12)c1ccc(O)cc1O
→ -1.4%	16.4µM*	?
89	CC(=O)Nc1ccc(S(=O)(=O)NCCc2csc3nc(-c4ccc(Cl)cc4)nn23)cc1
→ -7.6%	16.4µM*	20.6µM*
90	CCOC(=O)C1(Cc2cccc(OC)c2)CCCN(C(=O)CCSC)C1 (centres undefined)
→ -1.7%	-24.5%	-3.5%
91	COc1ccc(OCC(O)CN(C2CCCCC2)C2CCCCC2)cc1 (centres undefined)
→ -3.8%	?	?
92	Cc1ccc2oc(C(=O)NCC(c3ccco3)N3CCCC3)c(C)c2c1 (centres undefined)
→ -10.7%	?	29.1µM*
93	CC(NC(=O)Nc1ccc(F)cc1)C(c1cccs1)N1CCCC1 (centres undefined)
→ -5.1%	3.1%	18.2%

Some of the compounds tested. The share of hits here may be higher or lower than overall.
